Source: PubChem BioAssay (Johns Hopkins Ion Channel Center)
KCNQ2 block = KCNQ2 potassium channel inhibitors, primary screen, cell-based, CHO-K1, FluxOR thallium flux, B-score (AID 2156). 310,000 tested, 1.1% active. 20 min; active compounds read low. O88943. B-score at 10 µM;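 active = fluorescence ratio B-score at most minus 3 library SDs, with starting brightness B-score within 2 library SDs, cut at about -5.5 in these data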
Kir21 inh = inhibitors of mouse Kir2.1 inward-rectifier potassium channel; HEK293-Kir2.1, FluxOR thallium flux fluorescence; active compounds read low; B-score at 10 µM; AID 1672; P35561; 310,000 tested, 0.85% active;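 active = fluorescence ratio B-score at or below minus 3 SD of library scores, with starting-brightness B-score within 2 SD, cut at about -4.2 in these data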;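 also: channel flux triggered by added potassium and thallium sulfate stimulus; B-score of peak minus minimum fluorescence over baseline after thallium stimulus; more negative B-score means stronger Kir2.1 block with less thallium influx; some compounds called inactive have numbers as strong as hits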
Target sequence (P35561 whole entry, looked up): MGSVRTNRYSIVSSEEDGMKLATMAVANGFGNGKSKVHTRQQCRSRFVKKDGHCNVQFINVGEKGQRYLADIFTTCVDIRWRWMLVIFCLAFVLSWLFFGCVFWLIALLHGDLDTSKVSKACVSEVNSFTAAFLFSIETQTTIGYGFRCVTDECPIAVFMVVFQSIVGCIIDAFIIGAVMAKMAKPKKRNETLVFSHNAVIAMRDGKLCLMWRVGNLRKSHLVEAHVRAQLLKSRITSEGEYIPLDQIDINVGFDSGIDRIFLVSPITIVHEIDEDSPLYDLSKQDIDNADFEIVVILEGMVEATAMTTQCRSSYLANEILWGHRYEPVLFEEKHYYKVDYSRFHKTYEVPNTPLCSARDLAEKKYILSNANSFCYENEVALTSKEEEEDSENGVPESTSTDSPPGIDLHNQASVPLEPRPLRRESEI
Active calls of the source: *; i = inactive.

No. | Structure | KCNQ2 block | Kir21 inh
1 | O=C(CSc1ncn(-c2ccccc2)n1)Nc1nc(-c2ccccc2)cs1 | i | -1
2 | Oc1ccccc1N=Nc1ccccc1O | i | -0.03
3 | C=CCNC(=O)c1onc(CSc2cccc(C)c2)c1C(=O)O | i | 0.26
4 | O=C(NCCN1CCCCCC1)C1CCN(S(=O)(=O)N2CCOCC2)CC1 | i | 0.6
5 | O=C1CCCN2N=C(SCC(=O)Nc3ccc([N+](=O)[O-])cc3)SC2=N1 | i | -1.1
6 | CCCC(=N)C1=C(O)CC(CC(C)SCC)CC1=O (stereo unspecified) | i | -0.25
7 | CCOC(=O)c1cnc(SC)nc1NCCOC | i | -0.88
8 | CC(C(=O)Nc1cc(Cl)cc(Cl)c1)N1CCCC1 (stereo unspecified) | i | 0.18
9 | CCCCCCNC(=O)C(C#N)c1nc2ccccc2nc1N1CCCC1 (stereo unspecified) | i | -2.2
10 | CC(C)CC(c1nnnn1C1CCCCC1)N1CCN(c2ncccn2)CC1 (stereo unspecified) | i | 1.3
11 | O=P(O)(CN1CCCCCC1)C1Cc2ccccc2C1 | i | -1.8
12 | COc1ccc(S(=O)(=O)Nc2cccc(-c3ccc(N4CCCCCC4)nn3)c2)cc1OC | i | 0.26
13 | COc1ccc(S(=O)(=O)N2CCC3(CC2)OCCN3S(=O)(=O)c2c(C)cc(C)cc2C)cc1 | i | 0.23
14 | COc1cc(C(=O)NC2CC(C)(C)CC(C)(C)C2)ccc1OC1CCN(C(C)=O)CC1 | i | 0.23
15 | CCc1ccc(C(=O)COC(=O)c2nn(C)c(=O)c3ccccc23)cc1 | i | -0.01
16 | NS(=O)(=O)c1cc2c(cc1Cl)NC(C(Cl)Cl)NS2(=O)=O (stereo unspecified) | i | 0.37
17 | O=C(c1ccccc1)C(CCC(CN1CCOCC1)C(=O)c1ccccc1)CN1CCOCC1 (stereo unspecified) | i | -0.21
18 | CCc1ccc(NC(=O)CC2C(=O)N(c3ccc(C)cc3)C(=O)N2C2CC2)cc1 (stereo unspecified) | i | -0.02
19 | CCOC(=O)c1cc(S(=O)(=O)Nc2ccc(F)cc2F)cn1C | i | -0.08
20 | Cc1c(NC(=O)CCSc2ccc(Cl)cc2)c(=O)n(-c2ccccc2)n1C | i | -0.17
21 | O=C(c1cccc(N2CCCC2=O)c1)N1CCN(c2cccc(Cl)c2)CC1 | i | 0.79
22 | Cc1ccc(C)c(NC(=S)c2nc3ccccc3s2)c1 | i | 2.3
23 | O=C(COC(=O)c1cc[n+]([O-])cc1)NCC12CC3CC(CC(C3)C1)C2 | i | -0.9
24 | Cc1cc(C)c(NC(=O)CC(=O)c2ccccc2)c(Cl)c1 | i | 2
25 | CCOC(=O)C1=C(C)N(c2nonc2NC(C)=O)C(N)=C(C#N)C1c1ccccc1F (stereo unspecified) | i | -0.06
26 | COc1ccc(/C=N/NC(=O)c2cccc(NC(=O)c3ccccc3Cl)c2)cc1 | i | -0.95
27 | COc1ccc(NC(=O)CCCSc2ccccc2)cc1 | i | 0.06
28 | CCOC(=O)N1CCN(CC(=O)Nc2ccc(F)c(F)c2)CC1 | i | -0.97
29 | CCCCCCCCNC(=O)c1cnccn1 | i | -0.67
30 | CCCCC(=O)N1CCN(c2nc3ccc(Cl)cc3s2)CC1 | i | -0.61

The final three compounds of the part above come first, to join the parts:
No. | Structure | KCNQ2 block | Kir21 inh
28 | CCOC(=O)N1CCN(CC(=O)Nc2ccc(F)c(F)c2)CC1 | i | -0.97
29 | CCCCCCCCNC(=O)c1cnccn1 | i | -0.67
30 | CCCCC(=O)N1CCN(c2nc3ccc(Cl)cc3s2)CC1 | i | -0.61
31 | COC(=O)c1ccc(C(=O)OC)c(NC(=O)COC(=O)c2ccccc2OC)c1 | i | -1.6
32 | COc1ccc(Cc2nnc(SCC(=O)N3CCCC3)o2)cc1 | i | -1.4
33 | Cc1ccsc1CNS(=O)(=O)c1ccc(F)cc1 | i | -1.5
34 | Nc1nc(Cl)nc2c1ncn2[C@H]1C[C@H](O)[C@@H](CO)O1 | i | 0.21
35 | CCCCCn1c(CN2CCN(CCO)CC2)nc2c1c(=O)n(C)c(=O)n2C | i | 2.2
36 | Cc1ccc(C(=O)NCC(=O)OCC(=O)c2ccc(C)c([N+](=O)[O-])c2)cc1 | i | 0.36
37 | O=C(CCc1ccccc1)Nc1ccc2c(c1)OCO2 | i | -0.39
38 | COCCOc1cc(-n2ccnc2SC)c(Cl)cc1Cl | i | 0.17
39 | COC(=O)c1scc(S(=O)(=O)C(C)(C)C)c1-n1cccc1 | i | -0.11
40 | C/C(CCc1ccc2c(c1)OCO2)=N\N=C(/N)SC1CC(=O)N(c2ccc(Cl)cc2)C1=O (stereo unspecified) | i | -0.03
41 | COc1cccc(-n2c(N)c(C(=O)Nc3c(C)n(C)n(-c4ccccc4)c3=O)c3nc4ccccc4nc32)c1 | i | 2
42 | CCOC(=O)c1c(-c2ccco2)csc1NC(=O)COC(=O)c1cnccn1 | i | -0.75
43 | CC(/C=C1\SC(=S)N(NC(=O)c2ccccc2C)C1=O)=C\c1ccccc1 | i | 0.54
44 | CC(C)C(NC(=O)CN(c1ccc2c(c1)OCCO2)S(=O)(=O)c1ccccc1)C(C)C | i | -0.86
45 | Cc1ccc(NC(=O)CN2CCC(NC(=O)C3CCCCC3)CC2)c(Br)c1 | i | 0.94
46 | COc1ccccc1CC(=O)Nc1cccc(C(=O)NN2C(=O)c3ccccc3C2=O)c1 | i | 0.69
47 | Cc1ccsc1/C=N/Nc1ncc(Cl)cc1Cl | i | -0.65
48 | CC1CCC(NC(=O)C2COc3ccccc3O2)CC1 (stereo unspecified) | i | -1.2
49 | CCOC(=O)N/N=C/C=C/c1ccccc1[N+](=O)[O-] | i | 0.84
50 | c1ccc(-c2nnc(N3CCCC3)nc2-c2ccccc2)cc1 | i | 3.5
51 | CCC(C)N(C(=O)c1csnn1)C(C(=O)NCc1ccc(F)cc1)c1ccccc1F (stereo unspecified) | i | 0.65
52 | Cc1ccc(NC(=O)CCC(=O)N/N=C/C=C/c2ccccc2)cc1 | i | 0.4
53 | O=C1c2ccccc2CN1CCSC(=S)N1CCSCC1 | i | -2.7
54 | N#Cc1c(N2CCCC2)nsc1-c1ccccc1 | i | 0.34
55 | Cc1cc(C)n(CC(O)Cn2c3ccc(Br)cc3c3cc(Br)ccc32)c(=O)n1 (stereo unspecified) | i | 0.93
56 | CC1CCC(C(C)C)C(OC(=O)COC(=O)c2cc(O)ccc2N)C1 (stereo unspecified) | i | -1.6
57 | CCc1nn(C(C)C(=O)NCCc2ccccc2)c(=O)c2cc3occc3n12 (stereo unspecified) | i | -0.92
58 | CCOc1cc(-c2cc(-c3ccc(OC)cc3)nc(N)c2C#N)ccc1O | i | 0.11
59 | CC(=O)C1=C(O)C(=O)N(Cc2cccnc2)C1c1ccccc1Cl (stereo unspecified) | i | 1.6
60 | CSc1nn(CCc2ccncc2)c(=S)s1 | i | -1.6

Full records from above. Order of values: KCNQ2 block, Kir21 inh
COc1ccc(Cc2nnc(SCC(=O)N3CCCC3)o2)cc1 across the screens: i, -1.4
CCCCCn1c(CN2CCN(CCO)CC2)nc2c1c(=O)n(C)c(=O)n2C across the screens: i, 2.2

Additional compounds follow:
No. | Structure | KCNQ2 block | Kir21 inh
61 | Cc1cc(C)n(CC(=O)NC2CCCCC2)n1 | i | -1.1
62 | COc1ccc(-c2nc3n(c2Br)CCC3)cc1 | i | 2.3
63 | CC(C)(C)c1ccc(/C=N/NC(=O)C(=O)NCCCN2CCOCC2)cc1 | i | 0.74
64 | O=C(Cn1cc2c(n1)CCCCC2)Nc1ccccc1Br | i | 1.6
65 | CCOC(=O)N1CCN(Cc2nc3cc(NC(=O)C(C)C)ccc3n2CC)CC1 | i | 0.07
66 | COc1ccc(C(=O)N/N=C/C(C)c2ccccc2)cc1OC (stereo unspecified) | i | 0.95
67 | CC1CCCN(C(=O)C(=O)c2cn(CC(=O)N3CCCCCC3)c3ccccc23)C1 (stereo unspecified) | i | 0
68 | Cc1ccc(-n2c3c(cc(C(=O)NC4CCSC4=O)c2=O)C(=O)CCC3)cc1 (stereo unspecified) | i | 0.55
69 | COCCCn1c(Cc2csc(Nc3cccc(Cl)c3)n2)nnc1SCC(=O)OC | i | -0.04
70 | C=CCSC1=N/C(=C/c2ccsc2)C(=O)N1c1ccccc1 | i | -0.54
71 | CN(C(=S)NC(=O)CCCOc1ccc(Cl)cc1Cl)c1ccccc1 | i | -4.9*
72 | COc1ccc(NC(=O)COc2ccccc2C)cc1S(=O)(=O)N1CCCCC1 | i | -1.5
73 | O=C(Nc1nc2ccccc2n1CCOc1ccc(Cl)cc1)c1ccco1 | i | 1.7
74 | Nc1cc(=O)[nH]c(SCC(=O)NNC(=O)c2ccccc2)n1 | i | 2
75 | O=C(NC1CCCC1)C(c1ccncc1)N(C(=O)c1csnn1)c1ccccc1F (stereo unspecified) | i | 0.62
76 | Clc1cccc(CSc2nnc([C@@H]3CCCN3)o2)c1 | i | 0.17
77 | CCOC(=O)C(CC)n1cnc2c(nnn2-c2ccc(F)cc2)c1=O (stereo unspecified) | i | 1.6
78 | O=S(=O)(NC1CCCCC1)c1cccs1 | i | 0.67
79 | CCOC(=O)C1CCCN(c2c(NCCN3CCCCC3C)c(=O)c2=O)C1 (stereo unspecified) | i | -0.62
80 | O=S(=O)(NCc1ccccc1)c1ccc(S(=O)(=O)N2CCCCC2)cc1 | i | 0.01
81 | COc1cccc(C2CC(c3ccccc3)n3ncnc3N2)c1 (stereo unspecified) | i | 1.9
82 | COc1cccc2c1O/C(=N\O)C(C(=O)Nc1cccc(C)c1C)C2 (stereo unspecified) | i | 0.42
83 | COc1ccccc1NS(=O)(=O)c1cc(C(=O)NCc2ccncc2)ccc1C | i | -1.4
84 | COC(=O)CSc1nc(N2CCOCC2)c2c(c1C#N)CCCC2 | i | -0.26
85 | Cc1c(C(=O)O)sc2nc(SCC(=O)Nc3ccc(S(=O)(=O)NCCCC(=O)O)cc3)[nH]c(=O)c12 | i | -1.9
86 | CC1CN(C(=O)COC(=O)c2ccc(Cl)c(N)c2)CC(C)O1 (stereo unspecified) | i | 0.04
87 | Cc1nc2oc(C(=O)c3ccccc3)c(N)c2c2c1COC(C)(C)C2 | i | -0.08
88 | CCC(C(=O)NCc1ccco1)N(Cc1cccs1)C(=O)CNS(=O)(=O)c1ccccc1 (stereo unspecified) | i | 0.83
89 | CCOC(=O)Cn1c(C)[n+](C)c2cc(Cl)c(Cl)cc21 | i | -0.03
90 | COC(=O)c1ccc(-c2nc3cc(Cl)c(N)cc3s2)cc1 | i | -1.8
91 | Cc1ccc(S(=O)(=O)N2CCN(C(=O)c3ccc(S(=O)(=O)N4CCCC4)cc3)CC2)cc1 | i | 1.2
92 | CCN(CC(=O)NC1CCS(=O)(=O)C1)Cc1nc2c(Br)cc(Br)cc2c(=O)[nH]1 (stereo unspecified) | i | 0.86
93 | COc1cccc(/C=N/NC(=O)c2ccoc2C)c1O | i | 0.58
94 | CC1(C)CC(=O)C2=C(C1)N(Cc1ccccc1)C(=O)C2(O)C(F)(F)F (stereo unspecified) | i | 3.6
95 | O=C(O)CCC(=O)Nc1ccccc1C(=O)NCc1ccccc1 | i | -0.04
96 | O=C(CSCc1ccc(C(=O)O)cc1)Nc1ccccc1 | i | -1.2
97 | Cn1cc(S(=O)(=O)N2CCOCC2)cc1C(=O)Nc1ccc(Cl)cc1 | i | -0.57
98 | CCOc1cc(C#N)c(NC(=O)c2ccco2)cc1OCC | i | -0.82
99 | Cc1cccc(-n2c(C)cc(/C=N\NC(=O)c3cccs3)c2C)c1 | i | -0.25
100 | CCOC(=O)c1[nH]c2cc(OC)c(OC)cc2c1NC(=O)CN(C)C1CCCCC1 | i | 0.19
101 | CCc1ccc(-c2nc(CS(=O)CC(=O)NCc3ccccc3)c(C)o2)cc1 (stereo unspecified) | i | 1.4
102 | COc1ccc(NC(C)(C)c2nnnn2-c2c(C)cccc2C)cc1 | i | -0.23
103 | O=C1c2ccccc2C(=O)C1(CO)c1ccccc1 | i | -0.09
104 | CN(C)C(=O)c1c([N+](=O)[O-])c(C(C)(C)C)nn1C | i | -0.97
105 | O=C(c1ccc(C(F)(F)F)cc1)C1CCCN(C(=O)CCn2cncn2)C1 (stereo unspecified) | i | 1.2
106 | CCCCCCCN1C/C=C\C(c2ccc(OC)cc2)N(Cc2ccc(F)cc2)C(=O)[C@H]1Cc1ccccc1 (stereo partly specified) | i | 1.8
107 | N#Cc1ccccc1NC(=O)CSc1cn[nH]n1 | i | -2
108 | COc1ccccc1N1CCN(C(=O)CNC(=O)c2cn(-c3ccccc3OC)c(=O)c3ccccc23)CC1 | i | 0.19
109 | O=C(Nc1cccc(Cl)c1)c1cc(S(=O)(=O)NCCc2ccc(Cl)cc2)ccc1F | i | -0.54
110 | O=C(CN1C(=O)c2ccccc2C1=O)OCC(=O)c1ccccc1 | i | 0.53
111 | COc1ccc(O)c(-c2cn[nH]c2-c2cccs2)c1 | i | -2.1
112 | NS(=O)(=O)c1ccc(CCNc2ncnc3sccc23)cc1 | i | -1.3
113 | Cc1ccc(C(=O)C2CCN(CC(=O)NC3CCCCC3)CC2)cc1 | i | 0.62
114 | O=C(Nc1cccc(-n2cccn2)c1)C1CCCN(Cc2cccc(F)c2F)C1 (stereo unspecified) | i | -3.3
115 | CS(=O)(=O)N(CC(=O)Nc1ccccc1Sc1ccccc1)c1ccc(F)cc1 | i | -0.11
116 | CN(C)CCNC(=O)Nc1cccc(Cl)c1Cl | i | -0.02
117 | Cc1cccc(OC(=O)CN2C(=O)C3C4CCC(C4)C3C2=O)c1C (stereo unspecified) | i | 1.2
118 | COc1ccc(Cl)cc1N(C)C(=O)CCc1nc(-c2ccc(C)cc2)no1 | i | -1
119 | C/C(=N/N1CCN(Cc2cccc3ccccc23)CC1)c1cccnc1 | i | 0.06

Fetched one by one from the list above:
No. | Structure | KCNQ2 block | Kir21 inh
93 | COc1cccc(/C=N/NC(=O)c2ccoc2C)c1O | i | 0.58
113 | Cc1ccc(C(=O)C2CCN(CC(=O)NC3CCCCC3)CC2)cc1 | i | 0.62
